Source: PubChem (National Center for Advancing Translational Sciences (NCATS))
Sm TGR inh – S. mansoni TGR enzyme inhibition | Q962Y6 | purified TGR, DTNB reduction, TNB absorbance 405 nm | Potency, µM (doses to about 114 µM), for the others: at the highest dose activity change, negative = inhibition, most hits filed as inhibitors | 3% of 360,000 active; further: potency means the concentration at half of the fitted maximal effect; nearly all actives have a fitted effect of over 60% in size
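First, TGR (20 nM dispensed) and NADPH were mixed with compound. Second, a 15 min room-temperature incubation followed. Third, further NADPH and then DTNB were added to start the reaction. Finally, TNB absorbance was monitored kinetically.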
FBPA Giardia inh – Giardia lamblia aldolase inhibition; A8B2U2; purified Giardia FBPA; Potency, µM (highest dose often 59.6 µM), inactives show top-dose activity, negative = inhibition, actives largely listed as inhibitors; 0.71% of 290,000 active; further: potency means the concentration at half of the fitted maximal effect; nearly all actives have a fitted effect of over 55% in size
Target sequence (A8B2U2 whole entry, looked up): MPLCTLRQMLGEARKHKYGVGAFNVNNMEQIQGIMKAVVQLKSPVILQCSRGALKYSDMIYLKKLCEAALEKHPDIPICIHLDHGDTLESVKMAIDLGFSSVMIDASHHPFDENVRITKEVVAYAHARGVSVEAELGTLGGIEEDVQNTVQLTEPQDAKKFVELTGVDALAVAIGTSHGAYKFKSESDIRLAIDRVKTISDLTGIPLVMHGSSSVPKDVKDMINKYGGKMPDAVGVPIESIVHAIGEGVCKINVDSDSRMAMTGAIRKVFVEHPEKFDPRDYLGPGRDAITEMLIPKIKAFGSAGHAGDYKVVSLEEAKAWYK
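40 nM FBPA preincubated 10 min at RT with compound (up to 57.5 uM final), then substrate plus GAPDH/TPI/NAD/arsenate coupling and diaphorase/resazurin added. Fluorescence read after 20 min at RT, 525/598 nm.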
HCV inhibitor – HCV inhibition | AID 651820 | Huh7.5.1 HCVcc-Cre infection, luciferase reporter, 44 h | 3.4% of 340,000 active | Potency, µM (doses to about 41.8 µM), without a hit: at the top dose activity change, negative = inhibition, hits mostly inhibitors; further: potency means the concentration at half of the fitted maximal effect
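HCVcc-Cre virus at an moi near 0.5 was added right after compound to cells cultured 4 h from seeding (1,000 cells/well). Luciferase activity was determined 44 h later, 15 min after substrate addition at RT.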
AmpC inh detg – blocks E. coli AmpC beta-lactamase in detergent assay. AmpC hydrolysis of nitrocefin, absorbance 480 nm, 0.01% Triton. Potency, µM (highest dose often 114 µM), for inactives: top-dose activity change, negative = inhibition, hits mostly inhibitors. 0.041% of 370,000 active;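 further: potency means the concentration at half of the fitted maximal effect; 0% = no-compound wells and -100% = no-enzyme wells; nearly all actives have a fitted effect of over 25% in size; some results filed as inactive show a strong effect at the top dose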
Target sequence (P00811 whole entry, looked up): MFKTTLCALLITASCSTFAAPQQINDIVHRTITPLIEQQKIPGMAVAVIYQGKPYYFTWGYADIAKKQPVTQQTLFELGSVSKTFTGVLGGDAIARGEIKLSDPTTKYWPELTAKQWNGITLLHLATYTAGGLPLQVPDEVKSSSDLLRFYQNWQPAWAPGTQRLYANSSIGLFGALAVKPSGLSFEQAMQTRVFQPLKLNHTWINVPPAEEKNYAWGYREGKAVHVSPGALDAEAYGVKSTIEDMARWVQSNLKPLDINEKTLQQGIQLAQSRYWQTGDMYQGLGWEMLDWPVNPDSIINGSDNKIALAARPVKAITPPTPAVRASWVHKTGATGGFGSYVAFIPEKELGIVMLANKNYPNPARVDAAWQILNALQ
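20 mM phosphate pH 7.0 + 0.01% (detergent screen) or 0.0001% Triton X-100; 5.3 nM AmpC reagent; cpd preinc 15 min RT; nitrocefin (800 uM stock) to start; A480 q20 s × 4 min; Activity was normalised to no-enzyme and no-compound control wells.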
HCMV inh – blocks human cytomegalovirus replication; HFF cells, HCMV-luciferase reporter, 72 h; hits give low values; activity change, negative = inhibition, % at 57.5 µM; 4.5% of 410,000 active; in the data active means activity change below about -60%; inconclusive means no clear call, values can overlap the other calls; inactive means above about -39%
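Luciferase read-out from HCMV-luciferase-infected HFFs (MOI 1 PFU/cell) 72 h post infection at 37C; compounds added after 16 h cell attachment; activity normalized between buffer-only basal and Salinomycin (10uM) inhibitor controls.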
AMA1 RON2 block – AMA1-RON2 (P. falciparum) interaction inhibition. AlphaScreen AMA1-biotinylated RON2 peptide binding. Potency, µM (titrated, usually from 58.2 µM), for inactives: top-dose activity change, negative = inhibition, usual class: inhibitors. 0.2% of 360,000 active. AID 720542;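 further: potency means the concentration at half of the fitted maximal effect; 0% = vehicle wells and -100% = peptide control; nearly all actives have a fitted effect of over 45% in size; some results filed as inactive show a strong effect at the top dose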
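AMA1 (3D7) with his tag at 25 nM final met compounds first, then biotinylated RON2 peptide at 25 nM; detection used donor plus acceptor beads, 10 µg/mL apiece, read by AlphaScreen after 30 min at room temperature.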
* = called active by the depositor; ? = inconclusive; . = no result given; & = joins results of further samples; [ ] = remark or other dose. Unless noted, the call rests on the fitted dose curve; in most records, active means well fitted curve in the direction sought with a large enough effect; inconclusive means small, poorly fitted or top-dose-only effect, or another doubt; inactive means no such curve, though single readings can be large; an effect the other way counts as inactive or inconclusive. Unless noted, on the % scale 0 is the no-effect control and ±100 the full control effect.

SMILES	Sm TGR inh	FBPA Giardia inh	HCV inhibitor	AmpC inh detg	HCMV inh	AMA1 RON2 block
COc1cc2nc(SCC(N)=O)n(CCC3=CCCCC3)c(=O)c2cc1OC	7%	0%	-13%	?	-26	-1%
COc1cc(OC)cc(-c2c(C#Cc3ccsc3)c3cc(Br)ccc3n2C)c1	-25%	.	-1%	6%	-19	14%
Cc1ccc(F)cc1NC(=O)Nc1cc(C(C)(C)C)nn1C	-3%	-1%	-12%	-1%	-12	9%
CCC1Oc2ccccc2N(CC(=O)NCCN2CCc3ccccc3C2)C1=O (configuration not stated)	21%	16µM*	-5%	2%	?	-5%
O=C(COC(=O)/C=C/c1ccc2c(c1)OCO2)NC1CCS(=O)(=O)C1 (configuration not stated)	5%	-3%	1%	?	-8	-4%
Cn1c(=O)c2c(n(Cc3ccccc3)c1=O)NC(=O)C2CC(=O)O (configuration not stated)	-1%	4%	16%	0%	13	-7%
CC1Cc2ccccc2N1C(=O)CSc1nncn1C (configuration not stated)	3%	-1%	-1%	-6%	35	30%
O=C(CCc1nc2ccccc2c(=O)[nH]1)NC1CCN(Cc2ccccc2)CC1	0%	1%	15%	-12%	22	2%
COC(=O)c1ccc(NC(=O)CN(CCc2ccccc2)S(=O)(=O)c2ccc(OC)cc2)cc1	7%	.	.	14%	-35	.
COc1ccc(C)cc1NS(=O)(=O)c1cccc2nonc12	4%	-5%	17%	-9%	-4	-8%
CC(=O)C1=C(O)C(=O)N(c2ccc(O)cc2)C1c1ccccc1Cl (configuration not stated)	-32%	-6%	20%	1%	18	-7%
COc1ccccc1N(CC1CO1)S(=O)(=O)c1ccc(C)cc1 (configuration not stated)	-20%	-7%	5%	-6%	?	-11%

At a glance, 3 of the compounds above.
SMILES	Sm TGR inh	FBPA Giardia inh	HCV inhibitor	AmpC inh detg	HCMV inh	AMA1 RON2 block
COc1ccc(C)cc1NS(=O)(=O)c1cccc2nonc12	4%	-5%	17%	-9%	-4	-8%
CC(=O)C1=C(O)C(=O)N(c2ccc(O)cc2)C1c1ccccc1Cl (configuration not stated)	-32%	-6%	20%	1%	18	-7%
COc1ccccc1N(CC1CO1)S(=O)(=O)c1ccc(C)cc1 (configuration not stated)	-20%	-7%	5%	-6%	?	-11%

(cont.)
SMILES	Sm TGR inh	FBPA Giardia inh	HCV inhibitor	AmpC inh detg	HCMV inh	AMA1 RON2 block
CCN(CC)CCOC(=O)c1ccc(NC(=O)CCCN2C(=O)/C(=C/c3cccs3)SC2=S)cc1	-3%	.	.	-1%	-20	?
O=C(O)CC1=C(c2ccc(F)cc2)CCC1=O	39%[activator]	7%	-3%	?	-22	-4%
Cc1onc(-c2ccccc2)c1C(=O)Oc1cccnc1	5%	5%	11%	0%	-15	14%
COC(=O)C(C)Sc1nc2c(c(=O)[nH]c(=O)n2C)n1CCCc1ccccc1 (configuration not stated)	1%	-6%	?	-6%	1	-1%
O=C1C2C(c3ccccc3)(C(=O)N1c1ccc(Cl)cc1)C2(c1ccccc1)c1ccccc1 (configuration not stated)	-13%	-2%	?	-8%	-25	-9%
O=C(N/N=C/c1cccc(Br)c1)C1CC(=O)N(c2ccccc2)C1 (configuration not stated)	-2%	-15%	3%	?	-12	12%
N#C/C=C1\Sc2ccccc2C(=O)N1CC(=O)N1CCN(S(=O)(=O)c2ccccc2)CC1	2%	-4%	5%	?	-2	1%
CS(=O)(=O)Oc1ccccc1/C=C1/N=C(c2ccc(F)cc2)OC1=O	0%	6%	38%[activator]	-6%	?	4%
Cc1c(C(=O)N2CCN(c3ncccn3)CC2)oc2ccc(Cl)cc12	-3%	.	11%	2%	-23	-9%
O=C(c1cnn(-c2ccccc2)c1)c1ccc2ccccc2c1O	6%	2%	-17%	-17%	62	-10%
O=C(Nc1cccnc1)c1cccc(S(=O)(=O)N2CCc3ccccc32)c1	-17%	1%	?	-7%	22	14%
CCC(C)NC(=O)c1cn(CC)c2ccc(S(=O)(=O)N3CCCCC3)cc2c1=O (configuration not stated)	8%&12%	-1%	7%	-1%&4%	-31&11	2%
CCCC(=O)Nc1cnc(NC(=O)c2cccc(F)c2)cc1C	7%	-9%	-2%	-1%	86	52%[activator]
O=C1C2C3C=CC(C3)C2C(=O)N1Cc1cccnc1 (configuration not stated)	7%	2%	20%	-14%	-21	2%
CCOC(=O)C1CCN(c2ncnc3cc(OC)c(OC)cc23)CC1	4%	-8%	16%	3%	11	-10%
COC(=O)c1ccccc1NC(=O)C1CC(=O)N(c2ccc(OC)cc2)C1 (configuration not stated)	1%	6%	?	4%	3	-7%
COc1ccc(NC(=O)CSc2nc(N)c3cc4c(nc3n2)CCCC4)c(OC)c1	1%	3%	-25%	1%	-5	19%
O=C(NCCSCc1ccccc1)c1ccc(Cl)c(S(=O)(=O)N2CCOCC2)c1	2%	2%	?	-8%	-23	0%
CC1(c2nnc(-c3ccc(Cl)cc3)o2)CC(c2cccnc2)=NO1 (configuration not stated)	.	.	13%	.	12	-3%
Cc1ccc(SC[C@H](Cc2ccccc2)N2CCN(CC(C)C)CCC2=O)cc1	25µM*	5%	-22%	7%	55	-4%
O=C(COC(=O)Cc1ccccc1)NC(=O)NC1CCCCC1	-11%	.	-9%	-23%	-30	2%
Cc1ccc(-n2c(SCC(=O)NCCN3C(=O)CSC3=O)nnc2-c2ccccc2)cc1C	-18%	9%	-1%	-15%	16	-9%
CCOC(=O)N1CCC(NS(=O)(=O)c2cc3c(cc2Cl)NC(=O)CO3)CC1	-16%	9%	-21%	-3%	17	0%
O=C(O)/C=C\C(=O)Nc1ccc(Oc2ccc(Br)cc2)cc1	.	?	-5%	-1%	?	6%
CCOC(=O)C(Cc1cc(C(C)=O)ccc1OC(C)C)C(=O)OCC	3%	3%	-10%	-2%	-33	10%
CCn1c2ccccc2c2cc(N)ccc21	4%	-18%	-21%	-5%	-34	5%
COc1ccc(CNC(=O)COC(=O)CN2C(=O)C3CC=CCC3C2=O)cc1 (configuration not stated)	.	.	3%	.	-23	19%
O=C(NCCCCc1ccccc1)c1ccc(F)cc1	.	.	13%	.	-34	15%
Cc1ccc(-n2c(SCC3CNC(=O)O3)nnc2-c2ccccc2)cc1C (configuration not stated)	0%	2%	6%	?	.	.
COc1ccc2c(CC(=O)NNC(=O)c3ccc(C)cc3)coc2c1	.	.	-5%	.	10	26%
Cc1ccc(-c2cccc(C3CC=CC4C3C(=O)N(Cc3ccccc3)C4c3ccc4ccccc4c3)c2)cc1 (configuration not stated)	-15%	3%&6%	36%[activator]	1%	7	9%
CC(OC(=O)Cn1cc(C(F)(F)F)ccc1=O)C(=O)N(C)c1ccccc1 (configuration not stated)	.	.	27%	.	-17	-6%
N=C1c2ccccc2CN1c1ccc(S(=O)(=O)N2CCCCC2)cc1	-6%	4%	-13%	-10%	?	-13%
CN1C(=O)C(C)(C)c2cc(S(=O)(=O)N3CCN(c4ccccc4)CC3)ccc21	-2%	23%	-2%	?	55	4%
O=C(COc1ncnc2c(Cl)cc(Cl)cc12)Nc1cc([N+](=O)[O-])ccc1Cl	-20%	3%	6%	-8%	36	-2%[11.6 µM]
CC(=O)c1sc(NC(=O)CCS(=O)(=O)c2ccccc2)nc1C	-20%	-17%	13µM*	3%	97	17%
COC(=O)c1[nH]nc(C(=O)OC(C)(C)C)c1-c1ccccc1	22µM*	-12%	-2%	-8%	0	22%
Cc1ccc(C(=O)OCC(=O)NCc2ccccc2)cc1S(=O)(=O)N1CCCCC1	-8%	.	-5%	0%	-20	-4%
Cc1ccc(SC[C@H](C)CN2CC[C@H](NC(=O)OCc3ccccc3)CCC2=O)cc1	-8%	3%	-14%	-10%	-30	7%
CC(=O)N(/N=C1\Sc2ccccc2C1=O)c1ccccc1C	11%	.	?	2%	1	?
COc1cccc(C(=O)/C=C/Nc2ccc(S(=O)(=O)Nc3ccc(C(C)=O)cc3)cc2)c1	?	0%	-30%	14%	-18	-4%[2.32 µM]
O=C(Cc1ccccc1)OCc1ccccc1	-1%	.	50%[activator]	-4%	-16	67%[activator]
CC(C)NCC(O)c1cc(O)cc(O)c1 (configuration not stated)	3%	?	10%	4%	-40	-6%
Cc1ccc2nc3c(cc(C(=O)NCCc4ccccc4)c(=N)n3CC3CCCO3)c(=O)n2c1 (configuration not stated)	5%	7%	?	?	-1	-6%
COc1ccc(S(=O)(=O)NCc2ccccn2)cc1NC(=O)c1ccc(C)cc1	-2%	.	?	-1%	-26	50%[activator]
Cc1ccccc1CS(=O)(=O)c1ncc(Cl)c(C(=O)Nc2ccc(F)cc2)n1	3.5µM*	.	-21%	?	-98*	-7%
COc1ccc(C=NNc2ccc([N+](=O)[O-])cc2S(=O)(=O)Nc2ccccc2C(=O)O)cc1OC	.	.	3%	.	?	40%[activator]
CCC1=NN2C(=N)/C(=C/c3cc(C)n(-c4ccccc4)c3C)C(=O)N=C2S1	16%	13%	?	2%	20	18%
Cc1ccc(C2=NN=C(NC(=O)CSc3nncn3C)SC2)cc1	.	-10%	?	-6%	3	66%[activator]
N#Cc1c(NC2CCCCC2)nc(-c2ccco2)c2c1CCCC2	35µM*	-2%	-20%	-5%	.	-3%
CN1C(=O)S/C(=C\c2ccccc2OCc2ccc(C(=O)O)cc2)C1=O	-11%	20%	5%	1%	?	-27%
CCN1CCN(c2ncc3c(n2)CCN(Cc2ccc(OC(C)C)cc2)C3)CC1	-10%	.	.	-3%	-10	.
O=C(CC(C(=O)N1CCc2ccccc21)n1ccnc1)N1CCc2ccccc2C1 (configuration not stated)	?	-13%	.	-6%	60	-12%
NC(=O)CCN1CCN(CCOC2Cc3cc(Cl)ccc3Sc3ccccc32)CC1 (configuration not stated)	-1%	-12%	11µM*	?	?	-6%
Cc1cccc(NC(=O)/C(C#N)=C\c2cccnc2)c1	-28%	-3%	31%[activator]	-3%	24	-11%
CC1CCc2c(sc3nnn(CC(=O)Nc4cccc(C(F)(F)F)c4)c(=O)c23)C1 (configuration not stated)	2%	.	.	-5%	6	.
Cc1c(Cl)cccc1NC(=S)N/N=C/c1ccccc1Cl	6%	3%	?	-7%	.	85%[activator]
CC1CCN(c2nc3nonc3nc2N2CCC(C)CC2)CC1	4%	-3%	-24%	-3%	-27	-9%
O=S(=O)(NCC(c1ccco1)N1CCN(c2ccccc2)CC1)c1cc(F)ccc1F (configuration not stated)	1%	.	.	3%	?	.
N#Cc1nc(-c2ccc(Cl)cc2)oc1NCc1cccc2c1OCO2	-9%	-4%	?	-2%	46	-4%

5 entries drawn at random from those above:
SMILES	Sm TGR inh	FBPA Giardia inh	HCV inhibitor	AmpC inh detg	HCMV inh	AMA1 RON2 block
Cn1c(=O)c2c(n(Cc3ccccc3)c1=O)NC(=O)C2CC(=O)O (configuration not stated)	-1%	4%	16%	0%	13	-7%
CC1Cc2ccccc2N1C(=O)CSc1nncn1C (configuration not stated)	3%	-1%	-1%	-6%	35	30%
O=C(COc1ncnc2c(Cl)cc(Cl)cc12)Nc1cc([N+](=O)[O-])ccc1Cl	-20%	3%	6%	-8%	36	-2%[11.6 µM]
CC(C)NCC(O)c1cc(O)cc(O)c1 (configuration not stated)	3%	?	10%	4%	-40	-6%
COC(=O)c1ccc(NC(=O)CN(CCc2ccccc2)S(=O)(=O)c2ccc(OC)cc2)cc1	7%	.	.	14%	-35	.
